# High-throughput results (PubChem BioAssay)
# S3 lipid droplet = qHTS Assay for Lipid Storage Modulators in Drosophila S3 Cells. AID 2685. Potency in µM for hits, for the others lipid storage change, negative = inhibition, % at the top dose, mostly 46.1 µM. Drosophila S3 cells, BODIPY lipid droplet fluorescence, 18-24 h; cells fed with added oleic acid. hit rate 0.64% among 320,000; active = well fitted inhibition curve with a large enough effect in the signal ratio, with a control signal flat, not every such curve was filed as active; inconclusive = small, poorly fitted or top-dose-only effect, or effect the other way, or a change in a side signal; the % refers to the signal ratio
#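 Drosophila S3 cells got compounds at several concentrations plus oleic acid (400 uM solution). Laser-scanning cytometry with 488 nm excitation read lipid droplets at 500-530 nm and cells at 575-640 nm. Percent activity was relative to 20 uM Triacsin C.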
# S3 lipid droplet cell count max = second read-out of S3 lipid droplet, no call of its own (marks repeat the call); cell number change, %; measured here: cell count max response;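 cells counted by Cell Tracker Red CMTPX staining in the red channel; peak over a dose series mostly up to 46.1 µM; percent activity relative to internal control wells on each plate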
# * marks the source's active call; other numbers are inactive results; i = inactive; u = inconclusive; x = no result given; [ ] = remark or other dose. % is set by controls: 0 for no effect and ±100 for the full control effect; potency is the fitted concentration of half-maximal effect. Some of the compounds tested; rates above refer to the full screens.
Compound,S3 lipid droplet,S3 lipid droplet cell count max
Cc1ccc(C(=O)NC(=S)NCC2CCCO2)cc1[N+](=O)[O-] (stereo not given),u,x
CCN(CC(=O)Nc1ccc(OC)cc1)C(=O)CSCC(=O)Nc1cc(C)on1,u,x
O=C(CCN1CCOCC1)N1c2ccccc2Sc2ccc(Cl)cc21,12.7%,14.3
CCOc1ccccc1/C=c1\sc2nc(-c3ccco3)nn2c1=O,u,x
COc1ccc(N(CC(=O)Nc2ccccc2C(=O)NCC(C)C)S(C)(=O)=O)cc1,u,x
C#CCC(NC(=O)c1ccc(C(F)(F)F)cc1)C(=O)NCCC (stereo not given),u,x
O=C(COc1ccccc1-c1ccccc1)NCCN1C(=O)S/C(=C\c2cccnc2)C1=O,-19.3%,-15.0
O=c1oc(-c2ccccc2)nc2c1C1(CCCCC1)Cc1ccccc1-2,u,x
O=C(c1ccccn1)N(CC1CCCO1)C1(C(=O)NC2CCCCC2)CCCCC1 (stereo not given),8.5%,-0.1
COc1ccccc1Nc1c2ccccc2nc2ccccc12,u,x
CCOC(=O)CSc1nc2ccccc2c(=O)n1NC(=O)c1ccccc1,u,x
CCC(=O)Nc1ccc(N2CCCCC2)c(C(=O)Nc2ccc(OC)cc2)c1,u,x
CCCN(CC(=O)Nc1ccc(F)c(F)c1F)CC(=O)Nc1c(Cl)cccc1Cl,0.2%,-2.2
CCOC(=O)c1sc(NC(=O)c2cncc(Br)c2)nc1C,-0.5%,3.3
O=C(CSc1cccc[n+]1[O-])NCC1CCCCC1,u,x
Cc1nc2sc(C(c3ccc(F)cc3)N3CCN(C(=O)c4ccco4)CC3)c(O)n2n1 (stereo not given),-0.2%,5.2
COc1ccc(-c2[nH]ncc2CN2CCCOc3c(cccc3OC)C2)c(OC)c1,1.7%,9.9
CCCn1nc2cc(C(=O)NCc3ccccc3)ccc2c1OCC,u,x
O=C(NCCNC(=O)c1ccccc1)c1ccccc1,u,x
CC(C)c1nnc(NC(=O)CCC(=O)NC2CCCCCC2)s1,i,3.3
CCOc1ccccc1C1NC(=O)c2ccccc2O1 (stereo not given),-3.2%,9.5
CCc1ccc(OCc2n[nH]c(=S)n2Cc2ccccc2)cc1,5.1%,18.8
O=C(c1ccc(CS(=O)Cc2ccc(Cl)cc2)o1)N1CCN(c2ccccc2F)CC1 (stereo not given),u,x
O=C(Nc1ccccn1)c1ccc(S(=O)(=O)N2CCCC2)cc1,u,x
c1ccc(OCc2nc(-c3ccncc3)no2)cc1,8.1%,-9.3
O=c1c2sccc2nc(SCc2cc(=O)n3cc(Cl)ccc3n2)n1-c1ccc(F)cc1,12.1%,8.0
CCOc1cc(CNCCCN2CCOCC2)cc(Br)c1OCC(=O)Nc1cccc(C(F)(F)F)c1,u,x
CCC(C)NS(=O)(=O)c1ccc(NC(=O)c2c(-c3ccccc3)noc2C)cc1 (stereo not given),14.0%[9.22 µM],-1.5
O=C(NCCC1=CCCCC1)C1CCN(c2nnc(-n3cccc3)s2)CC1,u,x
Cc1cc(O)ccc1Nc1nc(-c2cccnc2)cs1,u,x
CCOc1ccccc1C1CC(c2cccs2)=NN1S(C)(=O)=O (stereo not given),i,x
COc1cc2sc(C)nc2cc1C,u,x
O=C(NCC1CCCO1)c1cccc(S(=O)(=O)Nc2ccc(F)cc2)c1 (stereo not given),6.2%,-5.6
Cc1csc(=S)n1-c1ccccc1,19.5%,5.3
NS(=O)(=O)c1ccc(CNc2ncnc3sccc23)cc1,i,-15.1
COc1ccccc1C(=O)N(Cc1nc(-c2ccc(Cl)cc2)no1)C(C)C,u,x
O=c1c(Cl)c(NCCO)ncn1-c1ccccc1,1.8%,16.9
COCCCn1c(-c2ccc(OC)cc2)nc2c1c(=O)[nH]c(=O)n2Cc1ccccc1,u,x
CC(=O)Nc1ccc(SCC(=O)Nc2sccc2C#N)cc1,u,x
Cc1cc2ncn(S(=O)(=O)c3ccc(F)cc3)c2cc1C,i,29.8
CCn1c(=O)c2c3c(sc2n2c(=S)[nH]nc12)CCC3,u,x
Nc1ccc2nc(-c3ccccc3)[nH]c2c1,-25.5%,-22.6
N#Cc1cc([N+](=O)[O-])ccc1Oc1ccc(-c2nnco2)cc1,u,x
Cc1ccc2c(c1)C(c1ccccc1)N(C(=O)C(C)C)CC(=O)N2 (stereo not given),u,x
O=C(Nc1ccc(Cl)cc1Cl)c1cc2ccccc2o1,-12.5%,17.0
COCCOC(=O)C1=C(N)Oc2c(oc(CO)cc2=O)C1c1c(F)cccc1Cl (stereo not given),-3.9%,-14.8
CC(=O)/C(=N\Nc1ccccc1)Oc1ccc([N+](=O)[O-])cc1,u,x
CC(=O)Nc1ccc(NC(=O)C2CC(=O)N(c3ccccc3Cl)C2)cc1 (stereo not given),-1.1%,-7.2
Cc1ccc(-c2nnn(CC(=O)N(Cc3ccc(F)cc3)C(C(=O)NC3CCCC3)c3ccncc3)n2)o1 (stereo not given),-0.1%,-4.4
Cc1cc(C)c(C)c(S(=O)(=O)NCCCN2CCOCC2)c1C,5.6%,18.0
CCC(C)[C@H](NC(=O)[C@H](Cc1ccccc1)n1c(=O)[nH]c2ccccc2c1=O)C(=O)N1CCC(C(=O)O)CC1 (stereo not given in full),-14.4%,18.4
COc1cccc(NC(=O)CCc2c(C)nc3nc(CNC(=O)c4cccc(F)c4)nn3c2C)c1,i,11.3
Cn1c(-c2ccc3c(c2)OCO3)c(C(=O)O)c(=O)c2ccccc21,u,x
O=S(=O)(NCCc1ccncc1)c1ccc(Br)cc1,u,x
Cc1ccccc1OC(=O)c1cccc(S(=O)(=O)N2CCN(C)CC2)c1,u,x
Cc1ccc(C2=NN(C(=O)CSc3nc4ncc(Cl)cc4[nH]3)C(c3ccco3)C2)cc1 (stereo not given),u,x
COc1cc(OC)cc(C(=O)NC(=S)Nc2cc3oc4ccccc4c3cc2OC)c1,-6.0%,-0.3
Cc1cc(=O)n(C)c(=O)n1CCCCOc1cccc([N+](=O)[O-])c1,11.3%,11.9
Cc1ccc(-c2csc(-c3ccncc3)n2)cc1,u,x
O=C(Oc1ccc(/C=N/O)cc1)c1ccccc1Cl,14.4%,-11.5

# Grouped by structure: those above containing a furan ring, fused or not.
Compound,S3 lipid droplet,S3 lipid droplet cell count max
CCOc1ccccc1/C=c1\sc2nc(-c3ccco3)nn2c1=O,u,x
Cc1nc2sc(C(c3ccc(F)cc3)N3CCN(C(=O)c4ccco4)CC3)c(O)n2n1 (stereo not given),-0.2%,5.2
O=C(c1ccc(CS(=O)Cc2ccc(Cl)cc2)o1)N1CCN(c2ccccc2F)CC1 (stereo not given),u,x
O=C(Nc1ccc(Cl)cc1Cl)c1cc2ccccc2o1,-12.5%,17.0
Cc1ccc(-c2nnn(CC(=O)N(Cc3ccc(F)cc3)C(C(=O)NC3CCCC3)c3ccncc3)n2)o1 (stereo not given),-0.1%,-4.4
Cc1ccc(C2=NN(C(=O)CSc3nc4ncc(Cl)cc4[nH]3)C(c3ccco3)C2)cc1 (stereo not given),u,x
COc1cc(OC)cc(C(=O)NC(=S)Nc2cc3oc4ccccc4c3cc2OC)c1,-6.0%,-0.3

# The results go on:
Compound,S3 lipid droplet,S3 lipid droplet cell count max
O=[N+]([O-])c1ccc(/C([O-])=C(/C(=S)NCc2ccco2)[n+]2ccccc2)cc1,u,x
COc1ccc(OC)c(NC(=O)C(C)N2c3cccc4cccc(c34)S2(=O)=O)c1 (stereo not given),u,x
COC(=O)c1ccc(N2CCN(C)CC2)c(NC(=O)COc2ccccc2Cl)c1,14.0%,3.8
CCN(C1CCCCC1)S(=O)(=O)c1ccc(C(=O)O)cc1,u,x
COc1cc2c(cc1NC(=O)Nc1ccc(F)cc1)oc1ccccc12,u,x
CC(c1ccon1)N(C)C(=O)CCc1nnc(CCCCc2ccccc2)o1 (stereo not given),-0.4%,3.5
Cc1ccc(C(C)C)c(OCCNCCc2ccccc2)c1,u,x
CC1c2ccccc2SC(CCCN(C)C)c2ccccc21 (stereo not given),u,x
Cc1ccc(SCC(=O)OCC(=O)NC2(C#N)CCCCC2)cc1,i,8.8
COC(=O)c1ccc(CN2CCN(Cc3ccc(C(=O)OC)o3)CC2)o1,6.8%,7.5
N#CCCN1CCN(S(=O)(=O)c2cc(Cl)ccc2Cl)CC1,u,x
Cc1cccc(-c2nsc(SCC(=O)NCc3ccc4c(c3)OCO4)n2)c1,12.2%,1.1
O=C(CSc1nc2ccccc2s1)N/N=C/c1cc([N+](=O)[O-])ccc1O,u,x
CN(C)S(=O)(=O)c1cccc(NC(=O)COC(=O)c2cc(=O)[nH]c(=O)[nH]2)c1,-12.9%,9.9
O=C(Cc1sc(Nc2ccccc2)nc1-c1ccccc1)NCc1ccccn1,u,x
CCN(CC)CCN(C(=O)c1ccccc1OC)c1nc2ccc(F)cc2s1,-0.8%,2.3
O=C(COC(=O)Cc1cccc(F)c1)NC(=O)NC1CCCCC1,u,x
O=C(CCc1ccccc1)NNC(=S)NC(=O)c1ccccc1,-1.4%,x
NCCCCCC(=O)N/N=C/c1coc2ccccc2c1=O,u,x
CCOC(=O)N1CCN(S(=O)(=O)N2CCCC(C(=O)NCCc3ccc(C)cc3)C2)CC1 (stereo not given),u,x
COc1ccc(-c2csc(NC(=O)c3ccccc3OC)c2C(=O)O)cc1OC,u,x
CCOc1ccc(/C=C2\SC(=S)N(C(C(=O)O)c3ccccc3)C2=O)cc1OC (stereo not given),u,x
O=C1C2C3C=CC(C2C(=O)N1c1cccc(O)c1)C1C2C(=O)N(c4cccc(O)c4)C(=O)C2C31 (stereo not given),u,x
O=C1CCCc2c1cc(C(=O)O)c(=O)n2-c1ccccc1,-8.2%,-16.6
CC(SC(=S)N1CCCC1)C(=O)O (stereo not given),-1.5%,32.6
CC(C)N(C)CCOC(=O)c1ccc2c(c1)OCCO2,4.5%,-0.1
Cn1c(CSc2nc3ccccc3s2)nnc1SCC(=O)NCc1ccccn1,-15.6%,15.8
COc1ccc(C(=O)Nc2cc(OC)nc(OC)n2)cc1,5.7%,-3.1
COc1ccc(C(=O)c2ccc(OC)c(N)c2)cc1N,i,-4.7
CN(C)CCCNC1=CC(=O)OC12CCCCC2,9.7%,16.2
Cc1cc(NC(=O)c2cccc(N3C(=O)CCC3=O)c2)no1,-2.3%,-6.3
CN(C)c1nc(N)nc(/C(C#N)=C/C2CC3C=CC2C3)n1 (stereo not given),u,x
Clc1ccc(-c2cn3cccnc3n2)cc1Cl,u,x
CC(C)c1ccc(OCC(=O)N(c2ccccn2)C2CCCCC2)cc1,-12.9%,-0.2
CC(C)(C)NC(=O)CSc1nc(-c2ccc(F)cc2)cs1,u,x
CCOC(=O)N1CCN(c2cc(C)nc3nc(C)nn23)CC1,0.9%,-1.0
COc1cc(CNc2nc(C)c([N+](=O)[O-])c(C)c2C#N)cc(OC)c1,i,x
CN(c1ccc(OCC(=O)N2CCN(c3ccc(F)cc3)CC2)cc1)S(=O)(=O)c1cccs1,-2.9%,-8.1
Cc1cccc(-c2nnc(SCC(=O)C(C)(C)C)n2C)c1,u,x
CC1(C)C2CC=C(/C=N/NC(=O)C(N)=O)C1C2 (stereo not given),10.4%,2.3
CCOc1ccc(NS(=O)(=O)c2cc3c(cc2C)N(C)CCO3)cc1,i,6.9
O=C(CNc1n[nH]c(=O)[nH]c1=O)N/N=C/c1ccccc1,-8.6%,11.0
CCOc1ccc(-c2nnn(CC(=O)c3cc(OC)ccc3OC)n2)cc1,u,x
Nc1cc(N)nc(SCc2cccc(F)c2)n1,-7.4%,-6.1
CCOC(=O)c1cccc(NC(=O)CSc2nnc(C)n2Cc2ccccc2)c1,u,x
CCC1CCCCN1S(=O)(=O)c1ccc(NC(=O)c2nc(S(C)(=O)=O)ncc2Cl)cc1 (stereo not given),u,x
O=C(COc1ccc(Br)cc1Cl)NC(=S)Nc1ccccn1,u,x
CC(C)(C)NC(=O)NC(=O)COC(=O)CNS(=O)(=O)/C=C/c1ccccc1,-8.4%,x
COc1ccc(-c2csc(/C(C#N)=C\c3ccc(OC)c([N+](=O)[O-])c3)n2)cc1,u,x
CCn1cc(C(=O)NC2CCCc3c2cnn3-c2cccc(C)c2C)cn1 (stereo not given),u,x
[O-]/[N+](=C\c1ccco1)c1ccc(Cl)cc1,u,x
Cc1ccc(C(=O)Nc2ccncc2)c(Cl)c1,i,10.1
COc1ccccc1N1CCN(C(=O)c2ccc(-c3nc4ccccc4s3)o2)CC1,u,x
COc1nc(-c2ccccc2)ccc1-c1noc(-c2ccco2)n1,u,x
Cc1ccc(NC(=O)CSCc2ccc(F)cc2)cc1,u,x
Cc1ccc(NC(=O)C2CC(Cl)=CCC2C(=O)O)c([N+](=O)[O-])c1 (stereo not given),u,x
CCOC(=O)c1c(NC(=O)CN2CCCCC2)sc(CN(C)C)c1-c1ccccc1,u,x
COc1ccccc1C(=O)Nc1ccc(-c2nnn(CC(=O)N3CCOCC3)n2)cc1,9.0%,17.8
CCCCn1c(N)c(N(CCOC)C(=O)COC(=O)COc2cc(C)ccc2Cl)c(=O)[nH]c1=O,u,x
